# Source: PubChem BioAssay (Broad Institute)
# miR122 inh – blocks miR-122 activity in Huh7 sensor cells. Huh7 miR-122 Renilla luciferase sensor, 48 h; neutral wells = 0, positive control = 100. activation (reporter increase), % at 12.5 µM. hit rate 0.3% among 340,000. AID 602342;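 active = mean replicate activation score at least 90 and every replicate individually at or above 90; inconclusive = only one of the two criteria met; inactive = neither criterion met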;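 also: higher luciferase means less miR-122 activity so hits act as miR-122 inhibitors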
# PGC1a acetyl inh – lowers PGC1a acetylation signal in U2OS cells; AID 651687; AlphaScreen anti-acetyl-lysine; with virally co-expressed GCN5 acetyltransferase; hit rate 0.17% among 350,000; inhibition, % at 15.6 µM;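 active = every replicate shows inhibition of at least 40%; inconclusive = mean inhibition at least 40% but some replicate below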;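 also: 0% = neutral control wells and 100% = positive control wells; some results beyond the cut were filed as inactive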
# Cneo AK release – causes C. neoformans cell lysis; adenylate kinase release luminescence, 4 h; normalised: neutral wells 0, clomiphene wells 100; lysis activity, % at 15 µM; hit rate 0.2% among 360,000; AID 651654;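 active = mean lysis activity across replicates of at least 80%, whatever share of replicates individually reach that level; inactive = mean lysis activity below 80%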
#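 Assay system: C. neoformans cells. Amount: yeast cell density of 5 × 10^6 cells/mL. Technique: AK luminescence. Buffer or medium: YPD. Times: static 4 h at 37 °C with compound, 1 h detection. Dosing: single-point compound dose. Read-out: lysis from increased AK signal.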
# The depositor's hits bear a star; ? = inconclusive. Some of the compounds tested. The share of hits here may be higher or lower than overall.
# Preview:
SMILES,miR122 inh,PGC1a acetyl inh,Cneo AK release
Cc1ccccc1NC(=O)c1cc(S(=O)(=O)c2ccccc2)ccc1Cl,12,-23,7
COc1ccccc1C1/C(=C(/O)c2ccc(C)cc2)C(=O)C(=O)N1CC(C)O (stereo not drawn),13,-11,1
Cc1nc(NC(=O)CCC(=O)O)sc1C(=O)N(C)C,0,2,-1
Cn1c(=O)c2c(nc(NCc3ccco3)n2CC(O)COc2ccccc2)n(C)c1=O (stereo not drawn),-3,-3,0
COc1ccc(Oc2nccc(-c3ccc(F)cc3)c2C#N)cc1,-7,-5,1
CN(C)c1nc(Oc2ccc(C(=O)OCC(=O)Nc3ccccc3)cc2)nc(N(C)C)n1,-7,9,6

# The whole of this part, from the start:
SMILES,miR122 inh,PGC1a acetyl inh,Cneo AK release
Cc1ccccc1NC(=O)c1cc(S(=O)(=O)c2ccccc2)ccc1Cl,12,-23,7
COc1ccccc1C1/C(=C(/O)c2ccc(C)cc2)C(=O)C(=O)N1CC(C)O (stereo not drawn),13,-11,1
Cc1nc(NC(=O)CCC(=O)O)sc1C(=O)N(C)C,0,2,-1
Cn1c(=O)c2c(nc(NCc3ccco3)n2CC(O)COc2ccccc2)n(C)c1=O (stereo not drawn),-3,-3,0
COc1ccc(Oc2nccc(-c3ccc(F)cc3)c2C#N)cc1,-7,-5,1
CN(C)c1nc(Oc2ccc(C(=O)OCC(=O)Nc3ccccc3)cc2)nc(N(C)C)n1,-7,9,6
Cc1cccc(N2C(=O)CC(N3CCOCC3)C2=O)c1 (stereo not drawn),3,4,-3
CCC(=O)c1coc2ccc(O)cc12,-3,-4,-1
Cn1c(C(=O)NCCCN2CCN(c3ccccc3F)CC2)cc2c(=O)[nH]c3ccccc3c21,-2,8,-3
COc1ccc(C(=O)Nc2cccc(OC(=O)c3ccc(C)c(C)c3)c2)cc1,-4,12,-1
Cc1ccc(S(=O)(=O)N2CCN(c3nc4ccccc4nc3-n3nc(C)cc3C)CC2)cc1,-4,5,4
CC(C)(C)c1ccc(OC(=O)Cn2c(C(F)(F)F)nc3ccccc32)cc1,0,-12,6
Cn1nc(C(=O)OCC(=O)N2CCc3ccccc32)c2ccccc2c1=O,2,-11,1
O=[N+]([O-])c1ccc(N2CCOCC2)cc1NCc1ccccc1,-7,-24,0
CCC(=O)c1cc2c(cc1NC(=O)c1ccccc1)OCCO2,0,-15,-2
CCCc1nc2ccccc2c(=O)n1-c1c(C)n(C)n(-c2ccccc2)c1=O,-2,0,-1
CCOc1nc(-c2ccccc2)ccc1-c1noc(COc2ccccc2)n1,-3,7,0
COc1cccc(OC)c1OCCNCCO,0,8,2
O=C(CSc1nccn1-c1ccccc1)c1ccc(Cl)cc1,4,6,-2
O=C(OCc1ccccc1)c1cccc(-c2nnc(-c3ccccc3)o2)c1,-4,-2,0
OC(Cn1cncn1)c1ccc(Cl)cc1 (stereo not drawn),0,5,7
CCN(CC)c1ccc(C(=O)Nc2cccc(F)c2)cc1,-2,-13,-25
CCOc1cccc(C(=O)N(Cc2ccco2)C2CCS(=O)(=O)C2)c1 (stereo not drawn),2,-6,2
O=C(NCc1nc2ccccc2[nH]1)c1ccc(S(=O)(=O)N2CCOCC2)cc1,1,1,-3
COc1ccc(C(=O)Nc2ccc3c(c2)OCCO3)cc1,-3,3,-27
COc1ccccc1-c1cc(C(=O)N/N=C/c2sccc2C)c2ccccc2n1,-4,-15,0
CCCCOc1ccc(S(=O)(=O)NCc2csc(C)n2)cc1,37,-3,2
Cc1ccc(C(=O)Nc2cc(C(F)(F)F)ccc2N2CCCCC2)cc1[N+](=O)[O-],-1,0,-23
CCOc1ccc(N2C(=O)CC(SC(=NC)Nc3ccc4c(c3)OCO4)C2=O)cc1 (stereo not drawn),-7,-4,0
CCOC(=O)CCNC(C(=O)OCC)c1ccccc1 (stereo not drawn),-1,-1,1
CC(OC(=O)CN(C)S(=O)(=O)c1ccc(Cl)cc1)C(=O)Nc1ccc(N2CCOCC2)cc1 (stereo not drawn),0,6,2
O=C(Nc1nc(-c2ccccc2)cs1)C1COc2ccccc2O1 (stereo not drawn),0,-6,4
O=C(CCc1nc(-c2ccccc2F)no1)NCCN1CCc2ccccc2C1,-2,2,-3
O=C1C=C(NCc2ccncc2)CC(c2ccccc2)C1 (stereo not drawn),0,-18,-1
S=c1[nH]c2ccc(Cl)cc2[nH]1,-2,10,0
CN(C)CCOC(=O)C1(c2ccccc2)CCCC1,39,13,-1

# 5 of the entries above in order of their number in PGC1a acetyl inh, ascending:
structure	PGC1a acetyl inh
O=C1C=C(NCc2ccncc2)CC(c2ccccc2)C1 (stereo not drawn)	-18
CCCCOc1ccc(S(=O)(=O)NCc2csc(C)n2)cc1	-3
CCOC(=O)CCNC(C(=O)OCC)c1ccccc1 (stereo not drawn)	-1
COc1ccc(C(=O)Nc2ccc3c(c2)OCCO3)cc1	3
CC(OC(=O)CN(C)S(=O)(=O)c1ccc(Cl)cc1)C(=O)Nc1ccc(N2CCOCC2)cc1 (stereo not drawn)	6

# Reprinted at random: 3 entries already listed.
SMILES,miR122 inh,PGC1a acetyl inh,Cneo AK release
COc1ccc(C(=O)Nc2ccc3c(c2)OCCO3)cc1,-3,3,-27
CCOc1ccc(N2C(=O)CC(SC(=NC)Nc3ccc4c(c3)OCO4)C2=O)cc1 (stereo not drawn),-7,-4,0
COc1ccccc1-c1cc(C(=O)N/N=C/c2sccc2C)c2ccccc2n1,-4,-15,0

# Carrying on:
SMILES,miR122 inh,PGC1a acetyl inh,Cneo AK release
CCN(CC)S(=O)(=O)c1ccc(-c2nnc(SCC(=O)Nc3nc(C)cs3)o2)cc1,-1,5,0
O=C(NCC1CCCO1)c1ccc(COc2ccc(F)cc2)o1 (stereo not drawn),-4,1,-1
COC(=O)c1cc(Br)c(=O)n(-c2ccc(OC)cc2)c1,-3,4,-2
CCOC(=O)c1sc2nc(CC(=O)OC)nc(NCCN3CCOCC3)c2c1C,0,-4,-2
CCCc1cc(=O)[nH]c(SCC)n1,10,7,-1
CCCc1cc(=O)[nH]c(SCC(=O)c2cc(C)n(CCOC)c2C)n1,-1,6,1
COc1ccc(-c2nnn(CC(=O)N3CCN(c4ccccc4OC)CC3)n2)cc1,-3,-25,-1
COc1ccc(C)cc1S(=O)(=O)Nc1cccc(Cl)c1Cl,67,-6,2
COC(=O)c1ccc(-n2c(CCC(=O)O)ccc2-c2ccc(C)cc2)cc1,-2,-2,0
O=C(NCC1CCCO1)c1cccnc1Nc1ccccc1F (stereo not drawn),6,-15,4
CC[n+]1c(/C=C/C=C/N(C(C)=O)c2ccccc2)sc2ccccc21,-6,7,3
C=CCn1c(SCC(=O)c2cc(C)n(Cc3cccs3)c2C)nnc1-c1ccncc1,1,1,-4
CC(=O)Nc1ccc(S(=O)(=O)Nc2c(C)n(C)n(-c3ccccc3)c2=O)cc1,3,-4,4
O=C(COc1ncnc2ccccc12)N1CCOCC1,-5,3,3
CCC(=O)OCC(=O)c1c(N)n(Cc2ccccc2)c(=O)n(C)c1=O,-5,-1,5
COC(=O)CNC(c1ccccc1)c1cc(C)ccc1NC(=O)CNC(=O)OCc1ccccc1 (stereo not drawn),-9,22,1
COC(=O)c1cc(C(=O)Nc2cccc(C)n2)cc([N+](=O)[O-])c1,7,4,1
CCOc1cc(/C=C2\SC(=S)N(Nc3ccccc3)C2=O)ccc1O,1,-3,-6
CCN(CC)S(=O)(=O)c1cccc(-c2nnc(SCC(=O)NC)n2CCc2ccccc2)c1,0,6,-3
COc1cc(/C=C/C(=O)N2CCN(CC(O)COc3ccccc3)CC2)cc(OC)c1OC (stereo not drawn),-8,19,-1
CC(=O)c1c(C)[nH]c(C(=O)CSc2nnc(-c3ccc(Cl)cc3)n2CC2CCCO2)c1C (stereo not drawn),4,2,4
Cn1c(=O)c(-c2ccccc2)nn2c3ccccc3nc12,2,0,0
Cc1cc(C(=O)CN2C(=O)c3ccccc3S2(=O)=O)c(C)n1CC1CCCO1 (stereo not drawn),3,5,-5
c1ccc(CN2CCN(C3=Nc4cccc5cccc3c45)CC2)cc1,22,2,-2
Cc1c(N=C/C=C/c2ccccc2)cnn1C,-3,6,-4
COC(=O)c1[nH]c2c(c1C)C(=O)CC(c1ccccc1)C2 (stereo not drawn),?,12,3
Cn1ncc2c(O/N=C(\N)c3ccc(C(C)(C)C)cc3)ncnc21,-14,96*,3
CCN(CC)CCOC(=O)CCc1cccc2ccccc12,-3,-7,-1
CCCc1cc(=O)[nH]c(SCC(=O)N(C)Cc2ccccc2)n1,-4,-10,0
O=C(CSc1nc2ccccc2[nH]1)NCCN1CCCCC1,0,2,0
Cc1nnc(SCC(=O)NCc2ccccc2)s1,-7,5,0
COc1ccc(C(=O)n2nc(C)cc2Nc2ccccc2)cc1,25,-6,1
COC(C)(C)[C@]12CC(O)(C(C)C)ON1[C@H]1CCCCC1N2O (stereo partly drawn),-5,-10,1
COC(=O)c1ccccc1NC(=O)/C=C/c1cc(OC)c(OC)c(OC)c1,-3,-8,1
CCOc1ccc(CCNC(=O)C2CCCN(c3nn4c(=O)cc(C)nc4s3)C2)cc1 (stereo not drawn),-2,1,-6
C[C@@H]1CC(=O)[C@H]2CC(CO)=CCC[C@@H]2[C@@]1(C)CC/C(=C/CO)CO,-3,-8,-9
Cc1cccc(S(=O)(=O)c2c(N)n(/N=C/c3cccnc3)c3nc4ccccc4nc23)c1,5,5,-1
CN(C)c1ccc(/C=N/N2C(=S)SC(C)(C)C2N(O)C(=O)Nc2ccc([N+](=O)[O-])cc2)cc1 (stereo not drawn),11,-3,-1
Cc1ccnc(Sc2ccc([N+](=O)[O-])cc2[N+](=O)[O-])n1,0,9,0
O=C(COc1ccc(S(=O)(=O)N2CCCCC2)cc1)NC1CCCCC1,-4,9,-1
COc1ccc(NC(=O)CSc2nnc(C(C)C)n2N)cc1,-5,-1,6
CN(CCC#N)CC(=O)Nc1ccc(NC(=O)CN(C)CCC#N)cc1,2,38,2
CC(C)CCn1cnc2c(NCc3ccccc3)ncnc21,2,-6,-3
COC(=O)c1sccc1NC(=O)/C=C\c1ccc(Cl)cc1Cl,3,-12,-2
Clc1cccc(-c2cc3nc4c(c(N5CCN(c6cnccn6)CC5)n3n2)CCCC4)c1,-2,-10,-7
Nc1nonc1C(=O)NCCNC(=O)c1ccccc1F,2,6,0
O=C(CN1C(=O)NC2(CCSC2)C1=O)N1CCN(c2ccc(F)cc2)CC1 (stereo not drawn),-2,21,-1
COC(=O)c1ccc(NC(=O)CSc2n[nH]c(-c3ccncc3)n2)cc1,-6,-14,6
N#CCCN(Cc1cccnc1)C(=O)Nc1cccc(Cl)c1,-3,5,4
O=C(CCc1nc2ccccc2[nH]1)Nc1ccc2c(c1)OCO2,2,-7,-2
O=C(c1cccc(Cl)c1)N1CCN(C(=O)c2ccco2)CC1,-2,9,-1
O=C(CSCc1ccccc1)N1CCN(c2cccc(C(F)(F)F)c2)CC1,-3,-9,2
Cc1ccn(C(=O)c2ccc(NC(=O)C3CCCCC3)cc2)n1,-5,-2,-4
Cc1c(Cl)cccc1NC(=O)CSCC(N)=O,5,2,1
CC1(C)Cc2c(ccc3ccccc23)C(=O)N1,4,33,-2
CC(C)CNc1ncnc2c1sc1nc(N3CCOCC3)c3c(c12)CC(C)(C)OC3,-3,-2,-6
Cc1ncc(N=Nc2ccccc2Cl)c(-c2ccccc2)n1,4,-2,0
Cc1ccc(S(=O)(=O)N2CCN(C(=O)c3cc4c(C)nn(-c5ccccc5C)c4s3)CC2)cc1,2,1,-1
COc1ccc(C2=CC3=C(Br)C(=O)C(C)(OC(=O)C4CCCC4)C(=O)C3=CO2)cc1 (stereo not drawn),-4,30,2
COc1ccc(OCc2ccc(-c3nc4ccccc4c(=O)n3N)o2)cc1,-9,-3,-3
# The list continues.
SMILES,miR122 inh,PGC1a acetyl inh,Cneo AK release
O=C(N1CCOCC1)N1CCCN(C(=O)N2CCOCC2)CC1,1,2,0
Cc1nc(SC(C(=O)c2ccccc2)c2ccccc2)n[nH]1 (stereo not drawn),1,-5,-4
CCOC(=O)c1ccc(NC(=O)Cn2nnc(-c3ccccc3)n2)cc1,4,11,17
Cc1ccc(S(=O)(=O)N2C[C@H]3N(C(=O)OC(C)C)N(C(=O)OC(C)C)C[C@H](OC(=O)NCC4CCCCC4)[C@@]3(O)C2)cc1,-25,5,0
COC(=O)c1c(/N=C/N(C)C)sc2c1CCN(c1ncc(C(F)(F)F)cc1Cl)C2,5,-22,-3
CC(C)c1ccc(NC(=O)c2ccc(-c3ccnn3C)c3ccoc23)cc1,8,9,-3
